MKP-3 inhibition: MKP-3 phosphatase inhibitors, primary screen, biochemical, rat enzyme, in vitro (AID 425); recombinant MKP-3 phosphatase activity, fluorescence; higher % means a stronger effect; one-dose inhibition, % at 20 µM; IC50 in µM for titrated hits; hit rate 0.17% among 110,000; in the data active = inhibition above about 50%;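 note: plate controls were vehicle for no effect and reference inhibitor for full effect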
Hsp70 inhibitors: Hsp70 inhibitors, probe displacement, primary screen, biochemical, fluorescence polarization (AID 583); displacement, % at 20 µM, or IC50 in µM where a hit was titrated; hit rate 0.06% among 140,000; Hsp70 fluorescence polarization probe displacement, mP; higher % means a stronger effect; in the data active = displacement above about 50%;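 note: plate controls were vehicle for no effect and reference ligand for full effect; a part of the inactive calls stands beside numbers as strong as those of hits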
* = called active by the depositor; · = no result given; & = joins results of further samples. Some of the compounds tested; rates above refer to the full screens.

Order of results: MKP-3 inhibition	Hsp70 inhibitors
COCCCNC(=O)c1c(Cl)cccc1Cl
    0%	-2.5%
CCC(C)(C(=O)NC1CCCC1)N(C(=O)c1ccccn1)c1ccc(C)cc1 (configuration not stated)
    ·	7.5%
COc1ccc(-n2c(SCC(=O)Nc3ccc(C(=O)O)cc3)nnc2-c2cccs2)cc1
    -7%	-3.7%
Cc1cc([N+](=O)[O-])ccc1NS(=O)(=O)c1cc(Cl)ccc1Cl
    1%	-1.5%
Cc1ccc(N2CC(C(=O)Nc3ccccc3Br)CC2=O)cc1 (configuration not stated)
    -4%	6.6%
Cc1c(NC(=O)/C=C/c2ccc(Cl)cc2)cccc1-c1nc2ncccc2o1
    8%	-4.2%
COc1ccc(-c2cc(C(=O)N/N=C(\C)c3ccc([N+](=O)[O-])cc3)[nH]n2)cc1
    4%	-2.5%
CCCOc1ccc(/C(O)=C2/C(=O)C(=O)N(CCN(CC)CC)C2c2ccncc2)cc1 (configuration not stated)
    0%	0.3%
CC1=NNC(=O)C1CC(=O)N/N=C(/C)c1cccc([N+](=O)[O-])c1 (configuration not stated)
    2%	4.2%
CC1(C)CC(=O)C=C(NCCc2ccc(S(N)(=O)=O)cc2)C1
    -4%	17%
COc1ccc(C(C)=O)c2c1OCCO2
    -10%	-2.4%
O=C(COc1ccccc1)NNC(=S)NC(=O)c1ccc(Cl)cc1Cl
    ·	23%
CCC/C(O)=C1/C(=O)CC(C)(C)CC1=NCCCCCCN=C1CC(C)(C)CC(=O)/C1=C(/O)CCC
    0%	-3.9%
Cc1nnc(SCc2cc(=O)[nH]c(N3CCCCC3)n2)s1
    -6%	12%
COc1ccc(C2C(C#N)=C(N)OC3=C2C(=O)CC(C)(C)C3)c(OC)c1OC (configuration not stated)
    -7%	3.4%
COc1ccc(C(c2nnnn2CCc2ccccc2)N2CCN(C3CCCC3)CC2)cc1 (configuration not stated)
    -12%	1.9%
O=c1[nH]c2ccc(Cl)cc2c(-c2ccccc2)c1C1=NOC(c2ccccc2)C1 (configuration not stated)
    0%	3.4%
Cc1ccc(-c2nnn(CC(=O)NC3CCCc4ccccc43)n2)cc1 (configuration not stated)
    ·	-3.6%
COC(=O)c1ccc(NC(=O)CSc2nnc(C)n2-c2ccccc2)cc1
    3%	-0.6%
CCN1C(=O)CS/C1=C(\C#N)S(=O)(=O)c1ccccc1
    -6%	-12%
COC(=O)c1c(NC(=O)Nc2ccc(Cl)c(Cl)c2)sc2c1CCC2
    2%	8.2%
COc1ccc(NC(=O)C2(N(CC(C)C)C(=O)Cn3nnnc3N)CCCCC2)cc1
    -3%	2.1%
CCOC(=O)CCCOC(=O)c1ccc(S(=O)(=O)N(C)C)cc1
    -3%	12%
Cc1cc(C)c(O)c(-c2cc(C(=O)NCc3ccccc3)[nH]n2)c1
    ·	1.5%
N#CCSc1nc2c(c(C3CC=CCC3)c1C#N)CCC2 (configuration not stated)
    -10%	1.7%
CCOC(=O)N1CCN(C(=O)c2cn(C)c3ccc(S(=O)(=O)N4CCCC4)cc3c2=O)CC1
    -1%	-2.3%
CCOc1ccc(NC(=O)c2cnsn2)cc1
    7%	-2.9%
Cn1cccc1C(=O)Nc1nccs1
    -1%	12%
Cc1ccc2c(nc3s/c(=C/c4cccs4)c(=O)n32)c1C
    -14%	-10%
O=S(=O)(c1ccccc1)N1CCN(c2cc(-c3ccccc3)nc3ncnn23)CC1
    -7%	-1.8%
COC(=O)c1ccccc1NC(=O)c1ccc2c(c1)C(=O)N(Cc1ccco1)C2=O
    -3%	1.6%
Cc1ccsc1/C=C1\SC(=N)N(c2ccc3c(c2)OCO3)C1=O
    -1%	-1.9%
Cc1ccc2c(c1)N(CCCC(=O)NCc1cccnc1)C(=O)CO2
    -1%	-1.0%
COc1ccc(N=Cc2nc(-c3ccco3)oc2O)cc1
    ·	10%
COc1cccc(-c2nnc(SCC(=O)Nc3ccc(OC)c(OC)c3)n2N)c1
    1%	5.0%
O=C(COc1ccc(S(=O)(=O)NCc2ccccc2)cc1)N1CCOCC1
    ·	5.4%
O=C(CSc1nc2ccccc2o1)N1CCN(c2ccccc2)CC1
    -22%	5.8%
Cc1c(-c2ccc(F)cc2)nc(N)c(C#N)c1-c1ccco1
    -12%	-4.2%
Cc1ccc(S(=O)(=O)NC(C(=O)OCC(=O)NC2CCS(=O)(=O)C2)C(C)C)cc1 (configuration not stated)
    -1%	2.0%
CN(C)c1ccc(/C=N/N2C(=O)CSC2=S)cc1
    0%	-11%
O=C1C(=O)N(c2cccc(Cl)c2)C(c2cccc(F)c2)/C1=C(\O)c1ccccc1 (configuration not stated)
    2%	3.2%
O=C1NC(=S)S/C1=C/c1ccccc1OS(=O)(=O)c1ccccc1[N+](=O)[O-]
    1%	6.2%
CC(C)c1nc(=S)c2ccccc2[nH]1
    -5%	4.4%
CC(C)Oc1ccc(Cc2cnc(N)nc2N)cc1
    -2%	1.0%&3.0%
O=C(CCCN1C(=O)CSc2ncccc21)N1CCN(Cc2ccccc2)CC1
    -3%	-0.1%

Looked up by structure from the list above, 4 records:
Order of results: MKP-3 inhibition	Hsp70 inhibitors
O=S(=O)(c1ccccc1)N1CCN(c2cc(-c3ccccc3)nc3ncnn23)CC1
    -7%	-1.8%
COc1ccc(C(c2nnnn2CCc2ccccc2)N2CCN(C3CCCC3)CC2)cc1 (configuration not stated)
    -12%	1.9%
CN(C)c1ccc(/C=N/N2C(=O)CSC2=S)cc1
    0%	-11%
CCOC(=O)N1CCN(C(=O)c2cn(C)c3ccc(S(=O)(=O)N4CCCC4)cc3c2=O)CC1
    -1%	-2.3%

(cont.)
Order of results: MKP-3 inhibition	Hsp70 inhibitors
CCOc1ccc(C2CC(c3ccc(OC)c(OC)c3)n3nc(N)nc3N2)cc1 (configuration not stated)
    -5%	-1.9%
CCOC(=O)COc1ccc(S(=O)(=O)Nc2ccc3c(c2)OCCO3)cc1
    -1%	·
CCc1c(C)nc2cc(-c3ccc(Cl)cc3)[nH]n2c1=O
    3%	-2.3%
CCOC(=O)C1=C(C)NC(=O)NC1/C=C/c1ccccc1 (configuration not stated)
    -9%	2.8%
O=C(CSc1ccc2nnc(-c3cccc(F)c3)n2n1)NCc1ccco1
    2%	5.9%
COc1cc(/C=C/C(=O)c2c(O)cc(C)oc2=O)cc(OC)c1O
    ·	-7.1%
O=C(CSc1ncn[nH]1)NCCC(c1ccccc1)c1ccccc1
    ·	0.3%
N#Cc1c2n(c3c(=O)n(Cc4ccccc4Cl)cnc13)CCCCC2
    -8%	-1.6%
O=C1NC(=O)N(c2ccccc2)C(=O)/C1=C/c1ccc(N2CCOCC2)o1
    -4%	-138%
COc1ccc2nc(SC)nc(C)c2c1
    -1%	2.0%
CCNC(=O)CC1SC(=Nc2cccc(Cl)c2C)N(C)C1=O (configuration not stated)
    -2%	-6.4%
O=C(c1ccc2c(c1)OCO2)[C@@H]1[C@@H]2C(=O)N(C3CCCCC3)C(=O)[C@@H]2C2c3ccccc3C=CN21 (some centres not stated)
    -5%	4.2%
CC(=O)Nc1ccc2oc(-c3cccc4c(Br)cccc34)nc2c1
    3%	1.9%
CC(C)(C)S(=O)(=O)c1ccc2nc3c(n2c1)CCCC3
    -10%	-1.6%
O=C(O)CN(c1ccccc1)S(=O)(=O)c1ccccc1[N+](=O)[O-]
    2%	-4.1%
CCOc1cccc(C(=O)Nc2cc(NC(=O)c3cccc(OCC)c3)cc(C(=O)O)c2)c1
    2%	-2.5%
O=C1NN(c2ccc(Cl)c(Cl)c2)C(=O)/C1=C/c1cccc(OC(=O)c2cccs2)c1
    ·	9.4%
Cc1ccccc1Cn1nc(C)c(NC(=O)c2noc3c2CCc2ccccc2-3)c1C
    4%	-0.7%
Cc1ccccc1OCCCNCC1CCCO1 (configuration not stated)
    -2%	-1.6%
CSc1ccc2nnc(-c3cccc(F)c3)n2n1
    -7%	0.9%
Cc1ccccc1Cn1cc(NC(=O)c2noc3c2CC(C(C)(C)C)CC3)cn1 (configuration not stated)
    -1%	3.6%
Cc1ccc(/C=C2\SC(=S)N(NS(=O)(=O)c3ccc(C)cc3)C2=O)cc1
    -1%	-4.4%
CCn1c(CNC(=O)c2ccccc2)nnc1SCC(=O)N1CCN(c2ccccc2)CC1
    ·	-0.8%
O=C(COc1cc(=O)n2c(n1)SCCC2)c1ccccc1
    -10%	-3.9%
CCCCn1c(=O)c2ccccc2c2ccccc2c1=O
    2%	2.2%
Cc1c2c([n+]3n1CCC3)CC(C)(C)CC2=O
    -4%	-2.6%
CCC(c1nnnn1Cc1ccco1)N(Cc1cc2cc(OC)ccc2[nH]c1=O)C1CCCCC1 (configuration not stated)
    0%	4.5%
Cc1noc(C)c1S(=O)(=O)Nc1ccc(C(=O)NCCc2ccccc2)cc1
    -2%	3.4%
CCOCCOC(=O)C1=C(C)Nc2ccc(C)cc2S1
    1%	2.8%
CCC(c1nnnn1C1CCCCC1)N(Cc1ccco1)Cc1cc2ccc(OC)cc2[nH]c1=O (configuration not stated)
    2%	0.5%
O=S(=O)(NN=Cc1cn(-c2ccccc2)nc1-c1ccco1)c1ccccc1
    4%	1.9%
O=C(NCc1ccco1)c1noc2c1CCCCC2
    -2%	-0.7%
O=C(CP(=O)(c1ccccc1)c1ccccc1)c1ccccc1
    1%	0.4%
COC(=O)c1cc(NC(=O)c2ccc(-c3ccc([N+](=O)[O-])cc3)o2)cc(C(=O)OC)c1
    -2%	-0.7%
COc1ccc(C)cc1S(=O)(=O)N(CC(=O)NCc1ccc(Cl)cc1)Cc1ccccc1
    ·	3.2%
CCN(CC)S(=O)(=O)c1cccc(C(=O)Nc2nc3cc4c(cc3s2)OCCO4)c1
    -6%	-2.9%
CCOC(=O)C1=C(C)NC(=S)NC1c1ccc(OC(F)F)cc1 (configuration not stated)
    0%	2.2%
CCc1nc(NCCCn2ccnc2)c2oc3ccccc3c2n1
    -8%	-1.5%
CCOc1ccccc1Nc1nc(N)nc(CN(C)C2CCCCC2)n1
    -7%	-3.9%
N/C(CC(=O)Nc1cccc(C(F)(F)F)c1)=N/O
    4%	5.9%
CCOC(=O)CN1C(c2ccccc2O)Nc2ccc(Br)cc2C1c1ccccc1 (configuration not stated)
    2%	2.5%
Oc1cccc(C=Nc2cccc(C(F)(F)F)c2)c1
    -1%	1.0%
CCOc1cc(OCC)cc(C(=O)Nc2cc(-c3nc4ccccc4s3)ccc2C)c1
    -2%	-1.3%
Cc1cc(N2CCC(N(C)C3CCCC3)CC2)nc2cc(O)ccc12
    4%	5.0%
COc1nc(Nc2ccc(O)cc2)nc(OC(C(F)(F)F)C(F)(F)F)n1
    -10%	-2.3%

Rewritten as tab-separated lines: 6 of the compounds above.
SMILES	MKP-3 inhibition	Hsp70 inhibitors
CCOC(=O)CN1C(c2ccccc2O)Nc2ccc(Br)cc2C1c1ccccc1 (configuration not stated)	2%	2.5%
CCc1nc(NCCCn2ccnc2)c2oc3ccccc3c2n1	-8%	-1.5%
O=S(=O)(NN=Cc1cn(-c2ccccc2)nc1-c1ccco1)c1ccccc1	4%	1.9%
Cc1cc(N2CCC(N(C)C3CCCC3)CC2)nc2cc(O)ccc12	4%	5.0%
COC(=O)c1cc(NC(=O)c2ccc(-c3ccc([N+](=O)[O-])cc3)o2)cc(C(=O)OC)c1	-2%	-0.7%
Oc1cccc(C=Nc2cccc(C(F)(F)F)c2)c1	-1%	1.0%

(cont.)
Order of results: MKP-3 inhibition	Hsp70 inhibitors
O=C(O)/C=C/C(=O)OCCCCCCOC(=O)/C=C/C(=O)OCCCCCCO
    1%	15%
O=C(Nc1ccc2c(c1)nc1n2CCSC1)c1ccco1
    -3%	0.6%
Oc1c(C(Nc2ccccn2)c2ccccn2)ccc2cccnc12 (configuration not stated)
    6%	2.3%
CCOc1ccccc1NC(=O)C(=O)NCC1CCCO1 (configuration not stated)
    3%	·
CCNc1nc(NC(C)(C)C)nc(N(CC)n2cnnc2)n1
    -21%	0.9%
COC(=O)c1ccc(CN(c2ccccc2OC)S(=O)(=O)c2cccs2)o1
    -8%	3.8%
CCOC(=O)c1nnn(-c2ccc(OC)cc2)c1N
    ·	-2.6%
CC(Cc1ccccc1)NC(=O)CSc1nc2nc3c(cc2c(=O)n1-c1ccccc1)COC(C)(C)C3 (configuration not stated)
    ·	4.0%
COC(=O)c1cn(NC(=O)c2ccc(F)cc2)c(=O)c2ccccc12
    ·	0.9%
COc1ccc(NC(=O)c2ccc(Cl)cc2)cc1Cl
    -2%	1.1%
N/C(=N\OC(=O)Cc1ccc(Cl)cc1)c1cccnc1
    1%	-4.5%
CC(=O)Cn1cnc2sc(-c3ccccc3)cc2c1=O
    ·	3.4%
CCCc1c(O)nc(SCC(=O)O)[nH]c1=O
    0%	-0.2%
O=C(O)C1CC=CCC1C(=O)N1CCN(c2nc(-c3ccccc3Cl)c3cc(Br)ccc3n2)CC1 (configuration not stated)
    ·	7.6%
CC(=O)Nc1ccc(Nc2nc(-c3ccc(Cl)c(Cl)c3)cs2)cc1
    -4%	-0.9%
Cc1ccc(C)c(NC(=O)C2CCC(C)(C(=O)O)C2(C)C)c1 (configuration not stated)
    0%&-2%	2.3%&0.6%
CSC1=N/C(=C\c2cccc(F)c2)C(=O)S1
    ·	-7.2%
CC(C)Sc1nc(-c2ccccc2)cc(=O)[nH]1
    ·	-3.7%
CCN(CC)S(=O)(=O)c1ccc(C(=O)OCCN2C(=O)CCC2=O)cc1
    -14%	-5.8%
